Source: PubChem BioAssay (several laboratories)
Rac1 act GTP bind: human Rac1 activated mutant GTP binding change. GST-Rac1 activated beads, fluorescent GTP binding, flow cytometry; actives lie on both sides; 100% means binding = to untreated wells. percent activity (GTP binding), % at 10 µM. 190,000 tested, 0.11% active. AID 764;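 active = GTP binding at least 20 percentage points away from the 100% baseline, in either direction, so actives lie on both sides; inconclusive = Compound likely fluorescent itself, or too few beads counted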
HRas wt GTP: human HRas wildtype GTP binding, change in either direction | AID 759 | GST-Ras wt beads, Bodipy-FL-GTP binding, flow cytometry; actives lie on both sides | P01112 | GTP binding activity, % at 10 µM | 190,000 tested, 0.14% active;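 active = GTP binding activity at least 20% away from the 100% baseline, either lowered as inhibitor or raised as activator; inconclusive = flagged as likely green fluorescent, judged across all proteins in the well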;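 note: 0% = unlabeled GTP competition control and 100% = no-compound control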
Target sequence (P01112 whole entry, looked up): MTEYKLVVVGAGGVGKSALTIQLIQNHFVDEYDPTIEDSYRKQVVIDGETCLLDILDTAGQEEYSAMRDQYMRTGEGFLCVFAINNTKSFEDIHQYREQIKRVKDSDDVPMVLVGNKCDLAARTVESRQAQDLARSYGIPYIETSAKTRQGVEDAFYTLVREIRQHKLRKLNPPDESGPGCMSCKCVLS
Cdc42 wt GTP: human Cdc42 wildtype GTP binding change, either direction; GST-Cdc42 beads, Bodipy-GTP binding, flow cytometry; actives lie on both sides; 190,000 tested, 0.2% active; AID 761; P60953; percent activity (GTP binding), % at 10 µM;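 active = percent activity GTP binding at least 20 points away from the 100% baseline, either down as inhibitor or up as activator; inconclusive = compound flagged as likely green fluorescent from well-wide comparison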;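 note: median bead fluorescence of bound Bodipy-FL-GTP at 100 nM; 0% = excess unlabeled GTP control and 100% = no compound control; below 100% means less GTP binding so inhibitor and above means activator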
Target sequence (P60953 whole entry, looked up): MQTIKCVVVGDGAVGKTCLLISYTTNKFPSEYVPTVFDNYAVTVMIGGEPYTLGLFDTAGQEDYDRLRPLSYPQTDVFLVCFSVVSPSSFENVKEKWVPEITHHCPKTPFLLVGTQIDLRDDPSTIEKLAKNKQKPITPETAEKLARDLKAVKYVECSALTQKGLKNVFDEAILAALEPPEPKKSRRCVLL
Rac1 wt modul: modulators of human Rac1 wildtype GTP binding; P63000; GST-Rac1 beads, fluorescent GTP binding, flow cytometry; actives lie on both sides; 0 = cold GTP competed, 100 = untreated; GTP binding activity (% of control), % at 10 µM; 190,000 tested, 0.27% active;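 active = GTP binding activity at least 20 points away from the 100% control level, either lower or higher; inconclusive = compound flagged as likely green fluorescent, judged across all proteins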
Avidin bead fluor: compound fluoresces at 488/530 nm on avidin beads; compound fluorescence 488/530 nm, flow cytometry; hits give high values; fluorescence (KMESF) at 10 µM; 220,000 tested, 0.38% active; AID 1775; in the data active = fluorescence above about 47; note: inactives centre near 10
Pf gamet viab: inhibitors of late stage P. falciparum gametocyte viability; P. falciparum stage V gametocytes, ATP luminescence, 24 h; inhibition, % at 10.9 µM; 150,000 tested, 0.065% active; AID 743093;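 active = inhibition above the mean plus 3 SD of compounds within the control limits, set per campaign, cut at about 38% in these data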;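 note: 0% = DMSO wells and 100% = medium only without gametocytes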
Mcl1-Noxa inh: disrupts binding of human Mcl-1 to Noxa peptide. Q07820. TR-FRET Mcl-1/Noxa peptide binding, 2 h. inhibition, % at 21.7 µM. 220,000 tested, 1.5% active. AID 1022;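 active = compounds that cut the protein-peptide binding signal by more than 50% relative to plate controls in a single-dose test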;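 note: His-tagged Mcl-1 with rhodamine Noxa BH3 peptide and terbium anti-His antibody; 0% = Mcl-1 plus Noxa peptide wells and 100% = peptide-only wells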
Target sequence (Q07820 whole entry, looked up): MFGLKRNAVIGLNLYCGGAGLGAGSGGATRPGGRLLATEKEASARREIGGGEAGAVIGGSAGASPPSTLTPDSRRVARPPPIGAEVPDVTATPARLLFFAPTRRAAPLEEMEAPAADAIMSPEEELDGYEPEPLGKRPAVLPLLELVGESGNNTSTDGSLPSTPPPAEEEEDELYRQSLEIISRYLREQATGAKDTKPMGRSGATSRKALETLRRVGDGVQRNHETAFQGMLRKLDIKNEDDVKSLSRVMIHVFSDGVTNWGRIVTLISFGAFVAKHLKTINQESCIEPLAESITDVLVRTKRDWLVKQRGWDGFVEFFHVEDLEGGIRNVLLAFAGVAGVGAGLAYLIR
Mcl1-Bid inh: Mcl-1/Bid interaction inhibition; Q07820; TR-FRET Mcl-1/Bid-Dy647 peptide binding, 1536-well; inhibition, % at 21.7 µM; 220,000 tested, 0.97% active; AID 1021;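 active = compounds that cut the binding signal by more than half at the single screening dose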;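 note: His-tagged Mcl-1 with europium anti-His antibody binding Bid BH3 peptide; 0% = Mcl-1 plus peptide wells and 100% = peptide-only wells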
GSH bead fluor: GSH bead compound fluorescence profile; GSH beads flow cytometry, compound fluorescence 488/530 nm; hits give high values; fluorescence (KMESF) at 10 µM; 190,000 tested, 0.25% active; in the data active = fluorescence above about 89;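 note: glutathione beads carrying GST-tagged Bcl family fusion proteins plus one bare bead set; values are compound well signal with DMSO vehicle wells as background; inactives centre near 16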
Rab7 wt modul: dog Rab7 wildtype GTP binding, inhibitors and activators | GTP binding activity (percent of control), % at 10 µM | 190,000 tested, 0.055% active | GST-Rab7 beads, fluorescent GTP binding, flow cytometry; actives lie on both sides; untreated = 100%, excess cold GTP = 0% | AID 758;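 active = fluorescent GTP binding to Rab7 beads changed by at least 20 points from the 100% baseline, either direction, mostly lower; inconclusive = compound itself probably fluorescent, or too few beads counted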;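 note: median green fluorescence of bound Bodipy-FL-GTP per Rab7 bead population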
Rab2 wt GTP: changes GTP binding to wildtype dog Rab2A, up or down. 190,000 tested, 0.19% active. GST-Rab2 wt beads, Bodipy-GTP binding, flow cytometry. GTP binding activity, % at 10 µM;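 active = GTP binding activity at least 20 points away from 100%, either lowered or raised; inconclusive = signal likely due to the compound's own green fluorescence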;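 note: 0% = beads with excess unlabeled GTP and 100% = no-compound control corrected for plate trend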
* marks the source's active call; other numbers are inactive results; ? = inconclusive; / = no result given.

Every second line gives: Rac1 act GTP bind | HRas wt GTP | Cdc42 wt GTP | Rac1 wt modul | Avidin bead fluor | Pf gamet viab | Mcl1-Noxa inh | Mcl1-Bid inh | GSH bead fluor | Rab7 wt modul | Rab2 wt GTP
CSc1cccc(NC(=O)CSc2ccc(Cl)cc2)c1
    97 | 102 | 102 | 100 | 5 | / | 16 | 8 | 49 | 100 | 102
COc1ccc(-c2cc(C(=O)Nc3ccc(Cl)cc3Cl)c3ccccc3n2)cc1OC
    101 | 101 | 98 | 104 | 2 | -29 | 10 | 10 | 7 | 104 | 97
CN(C)CCCN=Cc1c(O)n(Cc2ccccc2)c(=O)c2ccccc12
    97 | 102 | 104 | 107 | 9 | -8 | 2 | -12 | 12 | 100 | 101
COC(=O)c1ccc(NC(=O)C2CC2)o1
    99 | 101 | 104 | 104 | 11 | 17 | -11 | -6 | 34 | 102 | 100
CCN(C(=O)c1cccnc1)c1ccccc1
    95 | 97 | 96 | 96 | 13 | / | 3 | 1 | 42 | 96 | 98
CCNc1nc(NC(C)(C)C)nc(N2CCCC2)n1
    98 | 102 | 102 | 104 | 24 | / | -13 | -3 | 10 | 97 | 101
COCCCN1C(=O)C(O)=C(C(=O)c2ccc(C)o2)C1c1cccc(Br)c1 (stereo not given)
    93 | 96 | 93 | 91 | 18 | / | 11 | -13 | 50 | 95 | 95
COC(=O)c1sccc1NC(=O)c1ccccc1
    97 | 94 | 94 | 99 | 9 | -6 | 5 | -2 | 15 | 95 | 97
COCCn1c(SCC(=O)c2c[nH]c3ccccc23)nnc1-c1ccncc1
    100 | 100 | 95 | 100 | 10 | / | 12 | -8 | 9 | 98 | 101
CO/N=C/c1ccc(Sc2ccc(C)cc2)c([N+](=O)[O-])c1
    97 | 100 | 100 | 102 | 7 | / | 6 | 7 | 59 | 101 | 98
COC(=O)C(CC(C)C)NC(=O)c1cccs1 (stereo not given)
    95 | 96 | 98 | 100 | 16 | -12 | 16 | 5 | 13 | 92 | 96
O=C(CN1C(=O)C2CCCCC2C1=O)N1CCN(c2ccc(F)cc2)CC1 (stereo not given)
    95 | 98 | 96 | 97 | 12 | -13 | -10 | -41 | 13 | 102 | 98
C=CCn1c(N2CCOCC2)nc2c1c(=O)[nH]c(=O)n2C
    97 | 101 | 98 | 105 | 10 | -4 | 19 | -20 | 23 | 107 | 104
Cc1cccc2nc(CSc3nc4[nH]ncc4c(=O)n3-c3ccccc3Cl)cc(=O)n12
    101 | 100 | 99 | 104 | 11 | -19 | 21 | -6 | 20 | 99 | 100
CCN(CC(=O)Nc1ccc2c(c1)OCCO2)CC(=O)Nc1ccc2c(c1)OCO2
    93 | 94 | 95 | 101 | 6 | / | 17 | -26 | 11 | 97 | 95
O=C(CSc1cccc[n+]1[O-])Nc1ccc2c(c1)OCCO2
    96 | 98 | 95 | 100 | 9 | 11 | -8 | -38 | 16 | 103 | 100
CNC(=O)CSc1ncnc2c1cnn2-c1ccccc1
    93 | 98 | 95 | 99 | 8 | -6 | 0 | 8 | 17 | 106 | 98
CC1CCCCN1C/C=C/c1ccccc1[N+](=O)[O-] (stereo not given)
    98 | 102 | 101 | 103 | 15 | / | 27 | -12 | 31 | 104 | 104
COc1cccc(Nc2nnc(SCC(=O)N3CCOCC3)s2)c1
    99 | 101 | 101 | 99 | 7 | / | -18 | -18 | 73 | 99 | 101
CCOC(=O)C1=C(C)NC2=C(C(=O)C(C(=O)OCC)C(c3ccc(OC)cc3)C2)C1c1ccccn1 (stereo not given)
    100 | 106 | 103 | 104 | 12 | -34 | 24 | -37 | 30 | 104 | 104
CC1=CC(=C(C#N)C#N)c2ccccc2N1C
    ? | ? | ? | ? | 9 | -5 | -2 | -19 | 13 | ? | ?
CC12CCC(c3c(C(=O)O)nn(-c4ccccc4)c31)C2(C)C (stereo not given)
    99 | 101 | 103 | 108 | 35 | 9 | 7 | 4 | 24 | 103 | 101
CCn1c(SCC(=O)Nc2cc(NC(C)=O)ccc2OC)nnc1-c1ccncc1
    93 | 94 | 94 | 92 | 12 | / | / | -29 | 34 | 91 | 92
CN(CCc1ccccn1)C(=O)CCC1CCCN(C(=O)c2c3c(nn2C)CCCC3)C1 (stereo not given)
    98 | 95 | 97 | 103 | 11 | -22 | 13 | -15 | 18 | 97 | 95
Cc1ccc(S(=O)(=O)/N=C/c2cc(Br)ccc2O)cc1
    96 | 94 | 95 | 94 | 12 | -13 | 4 | -18 | 13 | 96 | 98
CN(C)CC1CCCCC1C1(O)c2ccccc2CSc2sccc21 (stereo not given)
    93 | 96 | 96 | 99 | 6 | / | 5 | -21 | 19 | 90 | 95
COc1ccc(OCC(=O)Nc2c3c(nn2C(C)(C)C)CSC3)cc1
    97 | 98 | 95 | 98 | 7 | / | 9 | -17 | 14 | 101 | 98
Cn1ccnc1SCC(=O)Nc1cccc([N+](=O)[O-])c1
    96 | 98 | 100 | 100 | 23 | 0 | 8 | -17 | 56 | 99 | 101
COc1ccc(N2C(=O)CC(NC3CCCCNC3=O)C2=O)cc1 (stereo not given)
    102 | 103 | 102 | 108 | 5 | -16 | 2 | -23 | 15 | 101 | 100
CCn1c(=N)n(CC(O)c2ccccc2)c2ccccc21 (stereo not given)
    97 | 99 | 96 | 100 | 11 | / | -20 | -15 | 10 | 101 | 101
Cc1cccc(C)c1NC(=O)CN(C)CC(=O)Nc1ccccc1Br
    100 | 106 | 106 | 103 | 30 | / | -7 | -3 | 14 | 103 | 105
OCC1(CCCc2ccccc2)CCN(Cc2cc(F)ccc2F)CC1
    95 | 98 | 98 | 97 | 2 | 6 | 1 | -30 | 9 | 100 | 98
O=S(=O)(c1ccc2c(c1)OCCO2)N1CCN(c2nc3ccccc3s2)CC1
    101 | 107 | 107 | 113 | 12 | -9 | 2 | -14 | 23 | 103 | 107
O=C(Nc1c(C(=O)Nc2cccc3ccccc23)cnn1-c1ccccc1)c1ccco1
    97 | 99 | 98 | 102 | 7 | / | 4 | 4 | 99* | 98 | 96
COc1cc(CNCc2cccnc2)ccc1OCc1ccccc1
    95 | 97 | 97 | 99 | 24 | 2 | 5 | 3 | 11 | 103 | 98
O=C1CCCC/C1=C\Nc1ccccc1C(=O)O
    97 | 97 | 97 | 95 | 38 | 24 | 6 | -7 | 24 | 95 | 98
COc1ccc(S(=O)(=O)NNC(=O)c2sccc2-n2cccc2)cc1
    96 | 97 | 101 | 99 | 10 | -16 | -2 | -36 | 27 | 97 | 98
O=C(NCc1nnc(SCC(=O)N2CCCC2)o1)c1c(F)cccc1Cl
    98 | 101 | 103 | 98 | 6 | / | -3 | -6 | 19 | 100 | 102
COC(=O)c1ccc(NC(=O)c2cccc(Cl)c2)o1
    95 | 95 | 95 | 96 | 25 | 5 | 2 | -11 | 24 | 99 | 95
COc1ccccc1Cn1c(=S)[nH]c2cc(C(=O)NCC3CCCO3)ccc2c1=O (stereo not given)
    103 | 102 | 103 | 105 | 13 | 4 | 17 | -27 | 14 | 100 | 98
CCNC(=S)NNC(=O)CCn1c2ccccc2c2ccccc21
    98 | 104 | 103 | 102 | 13 | / | 21 | -58 | 23 | 102 | 103
COc1ccc(N2C(=O)CCC(C(=O)NCc3ccccn3)C2c2ccc(F)cc2)cc1 (stereo not given)
    101 | 99 | 105 | 104 | 34 | / | -9 | 2 | 27 | 98 | 99
CCCn1c(SCN2C(=O)c3ccccc3C2=O)nc2cc(Cl)ccc2c1=O
    98 | 98 | 103 | 104 | 10 | 7 | -160 | -17 | 24 | 99 | 99
CCNC(=S)NCc1ccc2[nH]c(C)cc2c1
    96 | 97 | 100 | 100 | 6 | / | 1 | -23 | 18 | 102 | 99
O=C(Oc1cccc(-n2cnnn2)c1)c1ccccc1
    98 | 100 | 98 | 101 | 5 | 5 | -17 | -35 | 19 | 106 | 101
CCCNc1nc(=S)n(-c2ccccc2)c(C)c1C(C)=O
    97 | 97 | 96 | 99 | 6 | 6 | -2 | -74 | 12 | 100 | 98
Cc1ccc(NC(=O)O/N=C2\CCCCC2c2ccc([N+](=O)[O-])cc2[N+](=O)[O-])cc1 (stereo not given)
    97 | 97 | 98 | 98 | 5 | 6 | -12 | -40 | 25 | 94 | 98
O=C1CN=C(Nc2cccc(C(F)(F)F)c2)N1C1CCCC1
    97 | 99 | 97 | 99 | 11 | -11 | 13 | 15 | 33 | 100 | 97
Cc1nonc1NC(=O)CSc1nnc(-c2ccoc2C)n1CC(C)C
    100 | 103 | 101 | 104 | 6 | / | 1 | -63 | 26 | 102 | 102
COc1cccc(-c2nn(C)c3sc(C(=O)NCc4ccc(C)o4)cc23)c1
    95 | 92 | 90 | 94 | 23 | / | 60* | -8 | 14 | 94 | 91

Following part.
Every second line gives: Rac1 act GTP bind | HRas wt GTP | Cdc42 wt GTP | Rac1 wt modul | Avidin bead fluor | Pf gamet viab | Mcl1-Noxa inh | Mcl1-Bid inh | GSH bead fluor | Rab7 wt modul | Rab2 wt GTP
O=C(Cc1ccccc1)N1CCN(C(=O)c2ccc([N+](=O)[O-])cc2)CC1
    98 | 95 | 99 | 98 | 10 | / | -17 | -24 | 19 | 95 | 96
c1cncc(CSc2ccc(-c3cccnc3)nn2)c1
    94 | 98 | 97 | 98 | 24 | 4 | 10 | -9 | 22 | 96 | 98
O=C(O)c1ccc2[nH]c3c(c2c1)CSCC3
    94 | 94 | 95 | 95 | 10 | / | 20 | -15 | 26 | 93 | 94
CC(C)(C)C(=O)Nc1nnc(SCc2cccc(F)c2)s1
    96 | 96 | 94 | 97 | 10 | -14 | 16 | -16 | 23 | 103 | 98
CCN(CC(=O)Nc1cc(Cl)ccc1C)C(=O)C1CCCCC1
    99 | 101 | 103 | 103 | 12 | / | -5 | -10 | 63 | 98 | 99
Cc1cccc(NC(=O)CCSc2nc(C)cc(C)n2)c1
    99 | 103 | 105 | 101 | 13 | / | -3 | -28 | 22 | 97 | 105
CCCCn1c(SCC(=O)Nc2cc(C(F)(F)F)cc(C(F)(F)F)c2)nnc1C(CC)N(C)C (stereo not given)
    98 | 101 | 101 | 104 | 4 | 12 | 18 | 0 | 9 | 104 | 100
CCOC(=O)c1cccc(NC(=O)c2cnc3ccccc3n2)c1
    101 | 101 | 104 | 107 | 34 | 17 | 13 | -9 | 22 | 97 | 101
